NPR2 activator = GC-B (human) receptor activation. actives 0.11% (n = 370,000). activation, % at 10 µM. HEK293-GC-B cells, CNP EC30, cGMP TR-FRET; 0% at EC30 CNP, 100% saturating CNP. AID 1920062;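 active means activation at 10 µM reaching about 35% in either raw or pattern-adjusted values, limit read from the data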
TDP2 inh = TDP2 (human) inhibition, absorbance primary screen. inhibition, % at 12.8 µM. recombinant TDP2, T5PNP hydrolysis, p-nitrophenol absorbance 415 nm. O95551. actives 0.34% (n = 370,000);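 active means inhibition above the mean of all tested compounds plus 3 SD, set per campaign, cut at about 25% in these data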;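 further: 0% = DMSO with enzyme and 100% = buffer with substrate but no TDP2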
Target sequence (O95551 whole entry, looked up): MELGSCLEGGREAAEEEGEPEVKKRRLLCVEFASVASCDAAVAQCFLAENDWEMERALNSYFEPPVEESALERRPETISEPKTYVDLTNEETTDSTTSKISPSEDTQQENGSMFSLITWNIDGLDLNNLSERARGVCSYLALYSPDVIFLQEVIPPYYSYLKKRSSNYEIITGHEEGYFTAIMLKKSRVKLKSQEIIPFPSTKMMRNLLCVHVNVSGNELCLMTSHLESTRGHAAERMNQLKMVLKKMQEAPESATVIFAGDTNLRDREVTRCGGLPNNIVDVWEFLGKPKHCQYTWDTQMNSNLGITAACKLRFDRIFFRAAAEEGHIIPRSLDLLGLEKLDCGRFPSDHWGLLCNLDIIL
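System – recombinant human TDP2 · Quantity – TDP2 enzyme at 120 nM final · Doses – single concentration, 12.8 µM nominal, with 1% DMSO · Incubation – 2 h at 37 °C · Measured by – epi absorbance of p-nitrophenol freed from T5PNP by hydrolysis · Read-out – % inhibition relative to enzyme-containing and enzyme-free wells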
LEDGF integ inh = blocks HIV-1 LEDGF/p75-dependent DNA integration. TR-FRET IN-LEDGF/p75 DNA integration, Eu/Cy5. inhibition, % at 3.7 µM. actives 0.64% (n = 370,000);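 active means inhibition above the screen-wide mean plus 3 SD, cut at about 13% in these data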;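 further: signal is the Cy5 over europium emission ratio at 671 and 618 nm; 0% = plate median of compound wells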
ABHD4 inh = inhibitors of mouse ABHD4 | Q8VD66 | purified mABHD4, FP-Rh probe fluorescence polarization | inhibition, % at 8.92 µM | actives 0.54% (n = 370,000) | AID 720543;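 active means inhibition exceeding the mean over every tested compound plus 3 SD, cut at about 30% in these data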;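 further: 0% = plate median of compound wells and 100% = S159A mutant with DMSO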
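Test system: mABHD4 protein | Buffer or medium: HEPES pH 7.0 buffer, 150 mM NaCl, 0.01% Pluronic F-127 | Probe or stimulus: FP-Rh fluorescent activity-based probe, added after compound pre-incubation | Timing: Pre-incubation 45 min, probe exposure 60 min, at 25 °C | Technique: Fluorescence polarization, excitation 525 nm, emission 598 nm, BODIPY TMR filters | Repeats: Single well per compound (singlicate)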
HTRA1 inh = inhibitors of human serine peptidase HTRA1; actives 0.5% (n = 340,000); inhibition, % at 5.96 µM; recombinant HTRA1, FP-rhodamine activity-based probe, fluorescence polarization; in the data active means inhibition above about 36%;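 further: 0% = enzyme with DMSO and 100% = wells lacking enzyme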
Target sequence (Q92743 whole entry, looked up): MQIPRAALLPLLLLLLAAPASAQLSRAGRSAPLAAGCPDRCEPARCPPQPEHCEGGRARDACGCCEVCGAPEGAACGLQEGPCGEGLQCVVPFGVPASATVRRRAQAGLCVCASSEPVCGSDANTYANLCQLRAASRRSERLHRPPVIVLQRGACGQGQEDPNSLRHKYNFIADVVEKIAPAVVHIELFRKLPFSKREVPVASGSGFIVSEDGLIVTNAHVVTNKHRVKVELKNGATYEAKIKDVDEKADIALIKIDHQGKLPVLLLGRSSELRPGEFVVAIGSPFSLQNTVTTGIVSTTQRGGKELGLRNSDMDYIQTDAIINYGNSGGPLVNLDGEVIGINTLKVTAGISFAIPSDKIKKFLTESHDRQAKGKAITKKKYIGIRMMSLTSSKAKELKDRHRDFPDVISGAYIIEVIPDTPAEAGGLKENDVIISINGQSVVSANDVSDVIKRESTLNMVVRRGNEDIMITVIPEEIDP
MBD2 DNA inh = inhibitors of human MBD2 binding to methylated oligonucleotide; inhibition, % at 4.4 µM; TR-FRET; Q9UBB5; actives 0.31% (n = 370,000); in the data active means inhibition above about 13%
SIAE inh = inhibitors of human sialic acid acetylesterase SIAE | SIAE FP-Rh probe binding, fluorescence polarization | actives 0.69% (n = 370,000) | AID 1053197 | inhibition, % at 9.66 µM | Q9HAT2;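 active means inhibition above a cutoff: mean of compounds within the control limits plus 3 SD of those, cut at about 17% in these data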;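 further: 0% = plate median of compound wells and 100% = probe without SIAE protein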
rCAG RNA binder = binds r(CAG) RNA repeats. r(CAG) RNA repeat, TO-PRO-1 dye displacement fluorescence. inhibition, % at 3 µM. actives 1.3% (n = 370,000). AID 651821;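 active means inhibition above the plate cutoff, the mean of all test compounds on that plate plus 3 SD, cut at about 35% in these data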;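 further: 0% = DMSO alone and 100% = 100 µM mitoxantrone as full dye displacement; higher means more dye released from RNA so lower well fluorescence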
PRMT1 inh = blocks human protein arginine methyltransferase 1. actives 1.3% (n = 370,000). inhibition, % at 2.79 µM. AID 652257. Q99873. recombinant PRMT1, activity-based probe fluorescence polarization;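 active means inhibition above about 21% made by adding two undisclosed values, limit read from the data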
TCR-CD3 inh = blocks the human TCR-CD3 interaction; TAMRA-labeled TCR probe fluorescence, biochemical; inhibition, % at 9.4 µM; actives 0.37% (n = 360,000); AID 651800; in the data active means inhibition above about 19%;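 further: recombinant mutant TCR 2C K166C tagged with TAMRA read by polarization; 0% = receptor in buffer alone and 100% = receptor with positive control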
An asterisk follows results filed as active; x = no result given.

SMILES	NPR2 activator	TDP2 inh	LEDGF integ inh	ABHD4 inh	HTRA1 inh	MBD2 DNA inh	SIAE inh	rCAG RNA binder	PRMT1 inh	TCR-CD3 inh
CCOc1ccc(/C=N/Nc2cc(N3CCOCC3)nc(C)n2)c(O)c1	-4.4	5.0	-2.0	8.2	4.7	3.2	31.3*	0.6	2.1	-11.1
COc1ccc(-c2cc(CCC(=O)N3CCN(c4cc(C)ccc4C)CC3)on2)cc1	0.6	0.3	-0.1	-6.4	-25.7	-0.7	-1.4	4.1	0.2	-2.0
CCOC(=O)N1CCN(C(=O)CN(c2ccc(Cl)c(C(F)(F)F)c2)S(C)(=O)=O)CC1	0.1	13.2	-0.2	5.0	-2.5	-1.5	6.2	-9.6	-3.9	0.5
O=C(CSc1nnnn1C1CCCC1)NCc1ccccc1	-0.1	-7.9	-3.6	5.4	-1.6	-1.3	0.9	-0.1	-1.2	2.1
Cc1nn(-c2ccccc2)c(C)c1/C=N/n1c(-c2ccc(C(C)(C)C)cc2)n[nH]c1=S	0.6	-0.1	0.5	-5.6	-6.4	3.8	-14.8	7.8	-1.3	9.2
CCOCCCNCc1ccc(OCc2ccc(F)cc2)c(OC)c1	-0.6	8.2	-0.3	7.1	14.6	-2.5	5.0	-4.0	2.2	-1.1
COc1cccc(OC)c1OCCCOc1ccc(C)cc1Br	-15.4	-0.9	2.2	6.0	-11.3	-2.7	3.8	-3.8	1.3	0.5
NC(=S)c1cc2cc(Br)ccc2oc1=O	-3.4	-11.5	-7.5	4.1	-2.0	-13.3	6.4	2.4	7.3	-2.6
O=C(Nc1ccc(N2CCOCC2)cc1)c1ccc(-c2ccccc2[N+](=O)[O-])o1	1.6	-12.1	-2.5	11.0	1.7	-2.2	6.0	5.9	7.6	-10.8
O=S1(=O)C=C[C@H](COCc2ccccc2)N1	5.3	-1.7	-3.3	3.0	x	-3.2	-2.8	1.5	3.5	1.4

Shown as comma-separated lines: 2 of the compounds above.
smiles,NPR2 activator,TDP2 inh,LEDGF integ inh,ABHD4 inh,HTRA1 inh,MBD2 DNA inh,SIAE inh,rCAG RNA binder,PRMT1 inh,TCR-CD3 inh
O=C(Nc1ccc(N2CCOCC2)cc1)c1ccc(-c2ccccc2[N+](=O)[O-])o1,1.6,-12.1,-2.5,11.0,1.7,-2.2,6.0,5.9,7.6,-10.8
O=S1(=O)C=C[C@H](COCc2ccccc2)N1,5.3,-1.7,-3.3,3.0,x,-3.2,-2.8,1.5,3.5,1.4

Continued:
SMILES	NPR2 activator	TDP2 inh	LEDGF integ inh	ABHD4 inh	HTRA1 inh	MBD2 DNA inh	SIAE inh	rCAG RNA binder	PRMT1 inh	TCR-CD3 inh
Cc1cc(/C=N\NC(=O)COc2cccc3cccnc23)c(C)n1-c1ccccc1	-0.8	0.1	-2.2	3.1	-7.5	0.2	4.0	-0.7	5.1	1.7
CC(C)c1ccc(OCC(=O)NNC(=S)NC(=O)c2ccco2)c(Br)c1	2.6	2.0	2.3	5.7	-2.8	-1.8	-2.9	11.8	-1.6	4.5
O=C(CSc1ccc(Cl)cc1)NC1CCCc2ccccc21 (stereo unspecified)	-2.1	-0.2	2.3	2.1	-1.0	1.5	-2.8	-3.2	-0.7	7.6
Cc1cc(/C=C(\C#N)C(N)=O)c(C)n1-c1ccc(N2CCOCC2)c([N+](=O)[O-])c1	-10.4	1.4	-1.6	2.3	-0.5	-2.2	5.7	-0.1	-1.9	1.8
CCc1ccc(C(=O)Nc2ccc(S(=O)(=O)Nc3nc(C)cc(C)n3)cc2)o1	0.2	1.5	4.5	-4.7	-8.0	-4.3	0.4	8.8	-1.1	-3.0
COc1ccccc1C(=O)NNC1=NS(=O)(=O)c2ccccc21	3.0	-4.7	-1.1	2.0	0.9	2.9	-0.4	-1.0	2.0	-2.0
O=C(c1c(F)cccc1F)N1CCC(n2nnc3cc(C(F)(F)F)ccc32)CC1	-3.1	12.0	0.1	0.9	0.6	-2.5	0.5	-1.4	-3.2	0.7
COc1ccc(S(=O)(=O)N(CC(=O)NCc2ccncc2)Cc2ccccc2)cc1	-3.1	3.4	1.4	4.6	-3.1	2.8	0.9	2.7	-2.3	1.2
O=S(=O)(c1ccc2c(c1)OCCO2)N1CCN(Cc2ccccc2)CC1	4.1	1.1	-1.9	-2.8	0.1	-0.6	-2.1	-0.6	3.9	-5.7
O=C(c1cccc(F)c1)N1CCc2ccccc21	-2.5	-15.7	3.6	-10.9	3.7	0.6	-3.1	0.1	-1.9	-3.9
CC1=C(C)CS(=O)N(c2ccc(S(N)(=O)=O)cc2)C1 (stereo unspecified)	8.4	3.2	-0.9	1.8	-0.7	0.5	3.9	1.8	10.5	7.8
O=C(Oc1cccc([N+](=O)[O-])c1)c1ccc2c(=O)n3c(nc2c1)CCC3	-1.3	-11.3	3.6	-22.7	0.9	-2.8	-11.4	8.6	-7.3	-4.2
O=C(CC[C@H]1O[C@@H](n2ccc(=O)[nH]c2=O)[C@H](O)[C@@H]1O)N[C@@H](Cc1ccccc1)C(=O)NCC1CCCCC1	6.5	-1.8	3.7	-2.0	x	3.4	-0.1	2.7	1.7	-5.2
O=C(Nc1cc2c(cc1Cl)OCCCO2)c1ccc(F)cc1	3.8	0.3	2.0	6.3	-3.5	-5.4	3.2	-1.3	-1.8	3.4
Cc1cc(C)c(C#N)c(Oc2ccccc2Br)n1	4.1	-10.6	0.2	-3.5	-5.7	1.8	0.6	5.1	-2.8	-2.2
Cc1ccc(N2CCN(C(=O)c3cc(COc4c(C)cccc4C)on3)CC2)c(C)c1	-2.9	-4.3	-3.0	-4.9	3.4	2.4	-3.9	0.0	3.6	-8.1
COc1ccc(NC(=O)Cn2ccc3c(OC)cccc3c2=O)cc1	-3.0	9.4	-3.1	1.6	4.6	-4.2	-0.5	3.5	2.0	-8.6
CCC(=O)Nc1ccccc1C(=O)OCC(=O)c1ccc2ccccc2c1	-0.9	-10.2	6.1	-23.0	-35.3	-4.9	-6.2	11.1	-2.6	-4.2
COc1ccc(CN(C#N)c2nc(SC)nc(N(C)C)n2)cc1	16.0	-2.2	0.7	-7.0	-37.7	-2.2	-1.8	-0.2	-1.4	3.9
COCCNC(=O)c1cc2c(c(-c3cccc(C#Cc4ccc(OC)c(OC)c4)c3)n1)[C@H](CCO)N(S(=O)C(C)(C)C)C2 (stereo partly specified)	0.5	2.7	-2.5	4.4	x	-5.0	-6.7	9.1	-0.6	3.0
Cc1cccc(C(=O)OCC(=O)c2c(C)[nH]c3ccccc23)c1O	-8.3	-2.9	-4.0	-8.8	-19.4	7.3	-3.5	8.3	3.6	-0.8
COc1ccc(-c2cc(=O)oc3cc(OCC(=O)Nc4ccccn4)ccc23)cc1	-4.9	10.7	-2.3	3.3	-11.6	-1.4	-6.4	1.0	2.7	0.7
O=C(NCc1cccc(Br)c1)C1CC(c2ccccc2C(F)(F)F)=NO1 (stereo unspecified)	-4.9	-4.0	-0.7	-10.2	-10.3	3.3	-2.4	-0.8	0.9	-1.9
COC(=O)[C@H]1C[C@H](OC(=O)NC2CC2)[C@@]2(O)CN(S(=O)(=O)c3ccc(C)cc3)CC2[C@H]1C(=O)OC (stereo partly specified)	-0.1	10.2	0.0	-2.5	11.3	2.0	-0.8	0.2	5.1	6.5
COc1ccc(NC(=O)Cn2c(C)cc(=O)c3cccc(OC)c32)cc1	-4.1	9.5	0.0	-3.1	-1.0	2.9	1.0	1.1	0.6	-7.8
O=C(Nc1nc2ccc(S(=O)(=O)N3CCCC3)cc2s1)c1cccs1	5.0	-11.3	-1.4	-12.8	-10.3	4.5	-14.5	13.4	1.3	1.3
Cc1cc(NC(=O)Nc2ccc(Cl)cc2)n(C(C)(C)C)n1	4.0	4.2	3.4	-4.9	0.4	-3.2	-2.2	3.4	2.4	-7.6
NC[C@H](Cc1ccccc1)NCCCCC1CCCCC1	2.0	1.8	2.6	18.7	6.3	-1.8	5.8	8.6	-0.7	5.0
O=C1/C(=C\c2cccnc2)SC(=S)N1c1ccc(F)cc1	-5.6	-2.7	-3.4	-3.0	0.5	0.2	-3.3	3.1	3.2	1.8
Cc1cccc(N/N=C/c2ccccc2O)c1	0.4	-1.5	-2.3	-3.1	-1.0	-2.4	5.2	15.2	3.7	-0.5
CC(C)c1ccc(NC(=O)COc2ccc(C3SCCS3)cc2)cc1	2.3	11.5	0.1	-8.2	-12.4	0.0	-1.9	1.0	0.7	1.9
COc1cc2c(cc1OC)C1=C(C#N)CCC(=NC(=O)c3ccco3)N1CC2	4.5	1.6	0.3	2.1	-0.6	3.0	4.2	0.3	0.1	6.4
O=C(NCCSc1ccccn1)c1ccc(Cl)cc1Cl	1.2	1.0	-0.6	0.1	0.8	-0.1	-5.8	0.2	-2.5	3.5
COc1ccc(C(=O)OCC(=O)Nc2ccc(N3CCOCC3)cc2)cc1	-6.5	-15.2	3.8	-4.5	2.3	4.1	-0.6	-1.3	-3.9	-4.1
CCCNc1nc(C)cc(-c2cc(-c3ccc(Cl)cc3)on2)n1	-7.6	3.6	0.9	2.6	3.3	-1.1	3.5	0.3	-3.6	5.7
CCOC(=O)C1Oc2ccccc2C(c2ccc(C)cc2)=C1C(=O)OC (stereo unspecified)	-11.8	-12.1	4.2	2.0	-10.6	-0.8	-5.2	3.0	1.1	5.6
O=C(CCCN1C(=O)c2ccccc2C1=O)Nc1nnc(C2CC2)s1	1.4	7.5	1.9	0.9	8.5	3.2	12.4	-4.2	-0.1	6.8
O=C(NNc1ncccc1-n1cccc1)c1ccc(Cl)cc1	1.5	3.5	-2.5	3.6	-1.5	7.6	6.1	-1.9	1.5	-1.8
CCOC(=O)c1nnn(-c2nonc2N)c1-c1ccc(OCC)cc1	0.1	10.0	-2.0	5.2	-7.5	-0.7	4.1	-4.9	-0.2	2.4
Cc1ccc2nc(-c3cccnc3)cc(C(=O)Nc3ccc(F)cc3C)c2c1	1.2	0.1	2.5	-5.1	0.0	-1.5	0.7	0.9	-1.2	7.4
CCC(=O)Nc1ccc(N2CCCCC2)cc1	-1.8	3.7	1.2	-0.9	-9.1	-4.9	2.0	-2.1	0.3	-7.6
Cc1cccc(NC(=O)C2CCN(S(=O)(=O)c3ccc4ccccc4c3)CC2)n1	-7.4	-4.6	1.3	-9.4	-10.3	-5.0	-6.1	-5.8	0.9	-1.4
CC(Oc1cc2oc(=O)c3c(c2cc1Cl)CCC3)C(=O)NC1CC(C)(C)NC(C)(C)C1 (stereo unspecified)	-5.3	8.8	-0.6	4.9	-3.1	-6.5	1.0	9.1	-2.3	7.2
CC1(C)CC2CC(C)(CN2S(=O)(=O)c2cccc(C(=O)OCC(N)=O)c2)C1 (stereo unspecified)	1.8	0.6	-0.2	-3.1	-0.9	-3.6	-13.2	-4.0	-4.8	3.7
CCN(C(=O)COC(=O)c1cccc(S(=O)(=O)N(CC)CC)c1)C1CCS(=O)(=O)C1 (stereo unspecified)	6.9	-3.4	-3.1	3.0	0.8	2.6	-3.5	-3.7	1.4	0.0
CC(C)NC(=O)c1ccccc1S(=O)c1ccccc1C#N (stereo unspecified)	3.6	-6.8	6.4	3.0	-2.4	2.7	2.6	3.4	0.7	-3.0

Some of the compounds tested; count on the stated rates, not on these rows.
